Bioassay records as filed in PubChem BioAssay.
PLCb3 inh: inhibitors of human phospholipase C beta3; Purified PLC-beta3, fluorogenic substrate, fluorescence; inhibition, % at 12.2 µM; 370,000 compounds, 0.18% hits; AID 720704; in the data active means inhibition above about 11%;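 further: 0% = median of compound wells on plate and 100% = full blocker control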
ARFGAP1 inhibitor: inhibitors of rat ARFGAP1; 360,000 compounds, 0.26% hits; inhibition, % at 16.5 µM; Arfgap1-stimulated ARF1 GTP hydrolysis, GDP FP detection;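 active means inhibition above a per-plate limit, mean inhibition of low control wells plus 3 SD, cut at about 25% in these data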;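 further: 0% = DMSO wells with enzyme and 100% = wells lacking Arfgap1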
Target sequence (Q62848 1-136 limits assumed): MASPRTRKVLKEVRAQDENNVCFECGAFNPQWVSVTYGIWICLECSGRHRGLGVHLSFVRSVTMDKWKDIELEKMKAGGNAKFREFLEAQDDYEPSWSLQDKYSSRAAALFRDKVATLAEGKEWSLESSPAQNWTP
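System: truncated rat Arfgap1 GAP domain / Medium: HEPES-based buffer, pH 7.5 / Also added: N-terminally truncated human ARF1-GTP substrate / Incubation: enzyme reaction 120 min at 25 °C after 20 min preincubation / Measured by: FP of antibody-bound GDP Alexa 633 tracer, ex 620/em 688 nm / Replicates: singlicate, each compound tested once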
Tn7 DDE FP: DD(E)-Tn7 binding inhibition, primary FP screen; FP displacement of FITC-Tn7 peptide from fibrin DD(E); 0% = median of compound wells per plate; AID 720508; 370,000 compounds, 0.13% hits; inhibition, % at 8.3 µM;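 active means inhibition above the mean of compounds falling within the control limits plus 3 SD of them, cut at about 14% in these data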;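 further: 0% = plate median of compound wells and 100% = 10 µM Aha-Tn7 peptide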
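Assay system: human fibrin DD(E) protein / Input: 2 µM fibrin DD(E) / Benchmarks: high control of 10 µM Aha-Tn7 peptide / Measured by: fluorescence polarization of the labelled Tn7 tracer / Medium: Tris buffer with calcium and detergent, pH 7.8 / Timing: 10 min compound pre-incubation, 3 h probe incubation at room temperature / Repeats: one replicate per compound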
PLCg1 inh: PLC-gamma1 (human) inhibition, primary screen; purified PLC-gamma1, fluorogenic substrate, fluorescence; 370,000 compounds, 0.84% hits; inhibition, % at 12.2 µM; P19174; in the data active means inhibition above about 9.5%
ADAM17 inh: inhibits human ADAM17 | 370,000 compounds, 0.83% hits | P78536 | recombinant ADAM17, EDANS/DABCYL FRET peptide cleavage | inhibition, % at 6.95 µM;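 active means inhibition above the mean of compounds lying between control limits plus 3 SD, set per campaign, cut at about 8.5% in these data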;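 further: 0% = DMSO-only wells as the low control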
Target sequence (P78536 215-824 limits assumed): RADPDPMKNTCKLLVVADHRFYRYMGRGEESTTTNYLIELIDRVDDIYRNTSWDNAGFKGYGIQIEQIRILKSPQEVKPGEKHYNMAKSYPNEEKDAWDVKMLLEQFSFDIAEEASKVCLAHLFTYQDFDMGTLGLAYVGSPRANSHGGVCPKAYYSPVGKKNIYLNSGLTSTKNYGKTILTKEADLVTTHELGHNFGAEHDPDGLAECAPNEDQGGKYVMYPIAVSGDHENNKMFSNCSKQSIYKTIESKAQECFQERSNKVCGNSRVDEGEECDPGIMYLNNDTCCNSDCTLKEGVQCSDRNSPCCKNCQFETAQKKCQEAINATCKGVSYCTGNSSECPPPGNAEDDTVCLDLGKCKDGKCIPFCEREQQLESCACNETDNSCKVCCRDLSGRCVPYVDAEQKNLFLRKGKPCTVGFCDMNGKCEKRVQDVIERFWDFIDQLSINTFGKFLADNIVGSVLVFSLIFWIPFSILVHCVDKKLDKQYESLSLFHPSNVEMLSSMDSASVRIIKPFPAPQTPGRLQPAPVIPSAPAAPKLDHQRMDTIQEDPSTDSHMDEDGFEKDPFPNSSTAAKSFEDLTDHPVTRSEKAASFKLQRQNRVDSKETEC
ASAP1 inh: ASAP1 ArfGAP inhibition | AID 624377 | 360,000 compounds, 0.19% hits | inhibition, % at 16.5 µM | ASAP1-stimulated ARF1 GTP hydrolysis, GDP FP detection; in the data active means inhibition above about 25%;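 further: 0% = vehicle with enzyme and substrate and 100% = no enzyme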
SIAE inh: blocks human sialic acid acetylesterase | Q9HAT2 | SIAE FP-Rh probe binding, fluorescence polarization | inhibition, % at 9.66 µM | 370,000 compounds, 0.69% hits;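 active means inhibition above a cutoff: mean of compounds within the control limits plus 3 SD of those, cut at about 17% in these data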;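 further: 0% = plate median of compound wells and 100% = probe without SIAE protein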
Tn6 DDE FP: inhibitors of Tn6 peptide binding to human fibrin DD(E). Fibrin DD(E) TRITC-Tn6 fluorescence polarization displacement. inhibition, % at 8.3 µM. 370,000 compounds, 0.21% hits;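 active means inhibition above a per-campaign cutoff: mean of compounds within control limits plus 3 SD, cut at about 15% in these data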;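 further: 0% = median of all compound wells on the plate and 100% = blocking peptide control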
TDP2 absorb: blocks human TDP2 phosphodiesterase activity | O95551 | recombinant TDP2, T5PNP hydrolysis, p-nitrophenol absorbance 415 nm | inhibition, % at 12.8 µM | 370,000 compounds, 0.34% hits | AID 720702;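 active means inhibition above the mean of all tested compounds plus 3 SD, set per campaign, cut at about 25% in these data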;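 further: 0% = DMSO with enzyme and 100% = buffer with substrate but no TDP2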
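Test system: Human TDP2 enzyme | Reagent: 5 mM T5PNP | Compound dosing: 12.8 µM single point, 1% DMSO | Incubation: Enzyme reaction with compound for 2 h at 37 °C | Technique: p-Nitrophenol epi absorbance | Read-out: % inhibition relative to enzyme-containing and enzyme-free wells | Benchmarks: High control without enzyme, low control DMSO plus TDP2 | Replicates: Singlicate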
ADAM10 inh: ADAM10 inhibition, QFRET primary screen | AID 720582 | inhibition, % at 7 µM | 370,000 compounds, 0.62% hits | recombinant ADAM10, EDANS/DABCYL FRET peptide cleavage, 3 h;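 active means inhibition above a per-campaign cutoff equal to the mean of compounds falling between control-based bounds plus 3 SD, cut at about 20% in these data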;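 further: 0% = DMSO wells while the 100% control is not disclosed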
* = called active by the depositor. Hits appear at their usual frequency (roughly 3.6% active in at least one column).

Screening O=C(C(NS(=O)(=O)c1cccc2nsnc12)c1ccccc1)N1CCN(c2ccccn2)CC1 (stereo not given) returned PLCb3 inh 1, ARFGAP1 inhibitor 19, Tn7 DDE FP 4, PLCg1 inh 1, ADAM17 inh -4, ASAP1 inh -6, SIAE inh -5, Tn6 DDE FP 3, TDP2 absorb -5 and ADAM10 inh 2.
Screening O=C1CCCCC1Sc1nnc(Nc2ccccc2)s1 (stereo not given) returned PLCb3 inh -1, ARFGAP1 inhibitor 17, Tn7 DDE FP -2, PLCg1 inh 3, ADAM17 inh 1, ASAP1 inh -8, SIAE inh 2, Tn6 DDE FP -4, TDP2 absorb -2 and ADAM10 inh -1.
For O=C(NCCC1=CCCCC1)c1cc2ccccc2oc1=O the results were PLCb3 inh -7, ARFGAP1 inhibitor -5, Tn7 DDE FP -7, PLCg1 inh 1, ADAM17 inh -4, ASAP1 inh 2, SIAE inh -1, Tn6 DDE FP -6, TDP2 absorb 10 and ADAM10 inh -6.
Screening CCSc1nnc(NC(=O)CSc2nnc(CNC(=O)c3ccccc3F)o2)s1 returned PLCb3 inh 2, ARFGAP1 inhibitor 3, Tn7 DDE FP -5, PLCg1 inh 1, ADAM17 inh 5, ASAP1 inh -2, SIAE inh 4, Tn6 DDE FP 2, TDP2 absorb -9 and ADAM10 inh 2.
Screening C/C(=N\NC(=O)C(N)=O)c1ccc2c(c1)OCCO2 returned PLCb3 inh -209, ARFGAP1 inhibitor -5, Tn7 DDE FP -1, PLCg1 inh 1, ADAM17 inh 0, ASAP1 inh 3, SIAE inh 0, Tn6 DDE FP -2, TDP2 absorb 0 and ADAM10 inh 1.
For O=C(COC(=O)c1cccs1)Nc1nc(-c2ccccc2)cs1 the results were PLCb3 inh 2, ARFGAP1 inhibitor -8, Tn7 DDE FP 2, PLCg1 inh 0, ADAM17 inh 0, ASAP1 inh 14, SIAE inh 1, Tn6 DDE FP -3, TDP2 absorb -15 and ADAM10 inh -2.
CC(=O)c1ccc(NC(=O)CN2C(=O)NC3(CCc4ccccc43)C2=O)cc1 (stereo not given) was read as PLCb3 inh -17, ARFGAP1 inhibitor 10, Tn7 DDE FP 4, PLCg1 inh 2, ADAM17 inh -6, ASAP1 inh 12, SIAE inh 0, Tn6 DDE FP -2, TDP2 absorb 0 and ADAM10 inh -9.
For Cc1ccc(NC(=O)CNCc2ccccc2)cc1Br the results were PLCb3 inh -4, ARFGAP1 inhibitor 10, Tn7 DDE FP -3, PLCg1 inh 4, ADAM17 inh 2, ASAP1 inh 9, SIAE inh 9, Tn6 DDE FP -10, TDP2 absorb -1 and ADAM10 inh -3.
`COc1ccc(Br)cc1CN(C)CC(=O)NCCc1ccccc1` gave PLCb3 inh -4, ARFGAP1 inhibitor 0, Tn7 DDE FP -2, PLCg1 inh 5, ADAM17 inh -2, ASAP1 inh -8, SIAE inh -13, Tn6 DDE FP 2, TDP2 absorb -5 and ADAM10 inh 12.
`COc1ccc(CNC(=O)CN(Cc2ccc(OC)cc2)C(=O)CCC(=O)Nc2ccccn2)cc1` gave PLCb3 inh -1, ARFGAP1 inhibitor -2, Tn7 DDE FP 1, PLCg1 inh 0, ADAM17 inh -1, ASAP1 inh -9, SIAE inh 1, Tn6 DDE FP 1, TDP2 absorb 8 and ADAM10 inh -3.
For COc1ccc(/C=N/n2cnnc2)cc1Cn1nc(C)c([N+](=O)[O-])c1C the results were PLCb3 inh 2, ARFGAP1 inhibitor -7, Tn7 DDE FP -5, PLCg1 inh 0, ADAM17 inh 1, ASAP1 inh -3, SIAE inh 0, Tn6 DDE FP -4, TDP2 absorb 5 and ADAM10 inh 3.
Screening Cc1ccc(-c2nc3ccc(Br)cn3c2Cc2ccccc2)cc1 returned PLCb3 inh -19, ARFGAP1 inhibitor 8, Tn7 DDE FP 11, PLCg1 inh -14, ADAM17 inh -8, ASAP1 inh -3, SIAE inh -2, Tn6 DDE FP 0, TDP2 absorb 8 and ADAM10 inh -26.
For N#Cc1nc(-c2cccs2)oc1NCCCN1CCOCC1 the results were PLCb3 inh inactive, ARFGAP1 inhibitor 1, Tn7 DDE FP -2, PLCg1 inh inactive, ADAM17 inh inactive, ASAP1 inh 1, SIAE inh 17, Tn6 DDE FP 5, TDP2 absorb 1 and ADAM10 inh inactive.
`COC(=O)C1CCN(C(=O)COC(=O)c2ccc(=O)n(Cc3ccccc3)n2)CC1` gave PLCb3 inh -4, ARFGAP1 inhibitor 0, Tn7 DDE FP 0, PLCg1 inh 1, ADAM17 inh -5, ASAP1 inh 5, SIAE inh -7, Tn6 DDE FP 1, TDP2 absorb -7 and ADAM10 inh -4.
`O=S(=O)(O)Sc1ccccc1` gave PLCb3 inh -1, ARFGAP1 inhibitor -4, Tn7 DDE FP -1, PLCg1 inh 2, ADAM17 inh -6, ASAP1 inh -2, SIAE inh -3, Tn6 DDE FP -7, TDP2 absorb 0 and ADAM10 inh -15.
Screening Cc1ccc2cc(CCNC(=O)Cc3cccs3)c(=O)[nH]c2c1 returned PLCb3 inh 1, ARFGAP1 inhibitor -7, Tn7 DDE FP 3, PLCg1 inh -1, ADAM17 inh -7, ASAP1 inh -19, SIAE inh -2, Tn6 DDE FP 5, TDP2 absorb 0 and ADAM10 inh -24.
`CC(=O)C1=C(C)NC(=O)NC1c1ccc(OC2CCCC2)cc1` (stereo not given) gave PLCb3 inh -14, ARFGAP1 inhibitor 5, Tn7 DDE FP -3, PLCg1 inh -9, ADAM17 inh 0, ASAP1 inh 0, SIAE inh -3, Tn6 DDE FP 3, TDP2 absorb -3 and ADAM10 inh 0.
CCOC(=O)CCc1c(C)nc(SCCCn2c(=O)[nH]c3ccccc32)c(C#N)c1C was read as PLCb3 inh 4, ARFGAP1 inhibitor 5, Tn7 DDE FP 6, PLCg1 inh 3, ADAM17 inh -1, ASAP1 inh 7, SIAE inh 1, Tn6 DDE FP -6, TDP2 absorb 3 and ADAM10 inh 10.
Screening COc1ccc(C(=O)CC2(O)C(=O)N(CN3CCOCC3)c3ccc(Br)cc32)cc1 (stereo not given) returned PLCb3 inh -1, ARFGAP1 inhibitor -1, Tn7 DDE FP 6, PLCg1 inh 2, ADAM17 inh 0, ASAP1 inh 2, SIAE inh 6, Tn6 DDE FP 6, TDP2 absorb 1 and ADAM10 inh -2.
Cc1[nH]c2ccccc2c1CC(=O)Nc1ccc(Nc2cccnc2)c(-c2ccc(F)c(F)c2)c1 was read as PLCb3 inh -5, ARFGAP1 inhibitor 12, Tn7 DDE FP 3, PLCg1 inh -1, ADAM17 inh 2, ASAP1 inh 1, SIAE inh 17, Tn6 DDE FP -8, TDP2 absorb 5 and ADAM10 inh 4.

Continued; it opens with the two that closed the last part.
Screening COc1ccc(C(=O)CC2(O)C(=O)N(CN3CCOCC3)c3ccc(Br)cc32)cc1 (stereo not given) returned PLCb3 inh -1, ARFGAP1 inhibitor -1, Tn7 DDE FP 6, PLCg1 inh 2, ADAM17 inh 0, ASAP1 inh 2, SIAE inh 6, Tn6 DDE FP 6, TDP2 absorb 1 and ADAM10 inh -2.
Cc1[nH]c2ccccc2c1CC(=O)Nc1ccc(Nc2cccnc2)c(-c2ccc(F)c(F)c2)c1 was read as PLCb3 inh -5, ARFGAP1 inhibitor 12, Tn7 DDE FP 3, PLCg1 inh -1, ADAM17 inh 2, ASAP1 inh 1, SIAE inh 17, Tn6 DDE FP -8, TDP2 absorb 5 and ADAM10 inh 4.
`O=C1C=CC(O)C2(CO)OC12` (stereo not given) gave PLCb3 inh 2, ARFGAP1 inhibitor -5, Tn7 DDE FP -7, PLCg1 inh 0, ADAM17 inh -4, ASAP1 inh 4, SIAE inh 1, Tn6 DDE FP 6, TDP2 absorb 2 and ADAM10 inh -4.
`C/C(CC(=O)Nc1ccc2ccccc2c1)=N\NC(=O)c1cnccn1` gave PLCb3 inh 0, ARFGAP1 inhibitor 2, Tn7 DDE FP 2, PLCg1 inh 0, ADAM17 inh 5, ASAP1 inh -6, SIAE inh -2, Tn6 DDE FP 1, TDP2 absorb 1 and ADAM10 inh -2.
CN(C)S(=O)(=O)c1cccc(NC(=O)CSc2cccc3cccnc23)c1 was read as PLCb3 inh -123, ARFGAP1 inhibitor 14, Tn7 DDE FP 0, PLCg1 inh -80, ADAM17 inh -63, ASAP1 inh 6, SIAE inh -2, Tn6 DDE FP 4, TDP2 absorb 1 and ADAM10 inh -178.
C[C@@H]1CC[C@]2(C(=O)O[C@@H]3O[C@H](CO)[C@@H](O)[C@H](O)[C@H]3O)CC[C@]3(C)C(=CCC4[C@@]5(C)C[C@@H](O)[C@H](O)[C@@](C)(C(=O)O[C@@H]6[C@H](O)C[C@@]7(C)C(CC[C@]8(C)C7CC=C7[C@H]9[C@](C(=O)O[C@@H]%10O[C@H](CO)[C@@H](O)[C@H](O)[C@H]%10O)(CC[C@@H](C)[C@@]9(C)O)CC[C@]78C)[C@@]6(CO)C(=O)O)C5CC[C@]43C)[C@@H]2[C@]1(C)O (stereo not given in full) was read as PLCb3 inh 3, ARFGAP1 inhibitor 13, Tn7 DDE FP 1, PLCg1 inh 1, ADAM17 inh -2, ASAP1 inh -3, SIAE inh 1, Tn6 DDE FP 2, TDP2 absorb 4 and ADAM10 inh -6.
CC(=O)Nc1ccc(NC(=O)Nc2ccccc2C)cc1 was read as PLCb3 inh -4, ARFGAP1 inhibitor -2, Tn7 DDE FP -1, PLCg1 inh 3, ADAM17 inh -1, ASAP1 inh 7, SIAE inh -3, Tn6 DDE FP -3, TDP2 absorb 12 and ADAM10 inh 2.
For COc1ccc(Cl)cc1-n1c(=S)sc2c(=O)[nH]c(SCC(=O)NCC3CCCO3)nc21 (stereo not given) the results were PLCb3 inh 3, ARFGAP1 inhibitor 7, Tn7 DDE FP 0, PLCg1 inh 6, ADAM17 inh 0, ASAP1 inh -5, SIAE inh 8, Tn6 DDE FP -2, TDP2 absorb 3 and ADAM10 inh 6.

Looked up by structure from the entries so far:
`O=C1C=CC(O)C2(CO)OC12` (stereo not given) gave PLCb3 inh 2, ARFGAP1 inhibitor -5, Tn7 DDE FP -7, PLCg1 inh 0, ADAM17 inh -4, ASAP1 inh 4, SIAE inh 1, Tn6 DDE FP 6, TDP2 absorb 2 and ADAM10 inh -4.
Screening O=C(C(NS(=O)(=O)c1cccc2nsnc12)c1ccccc1)N1CCN(c2ccccn2)CC1 (stereo not given) returned PLCb3 inh 1, ARFGAP1 inhibitor 19, Tn7 DDE FP 4, PLCg1 inh 1, ADAM17 inh -4, ASAP1 inh -6, SIAE inh -5, Tn6 DDE FP 3, TDP2 absorb -5 and ADAM10 inh 2.
